ALOX12 inh: blocks human arachidonate 12S-lipoxygenase. P18054. purified 12hLO, xylenol orange hydroperoxide absorbance. Potency, µM (doses to about 108 µM), without a hit: top-dose activity change, negative = inhibition, most hits filed as inhibitors. 580,000 compounds, 1.1% hits. AID 1671190; further: potency means the concentration at half of the fitted maximal effect; on the % scale 0 is the no-effect control and ±100 the full control effect
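Hydroperoxide product was detected by ferrous iron/xylenol orange as the 573 to 405 nm absorbance ratio. Arachidonic acid at 40 uM (final) was turned over for 30 min at room temperature by 150 nM human 12hLO, pH 7.0 Hepes buffer, after 15 min compound preincubation.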
Pol iota inh: blocks human DNA polymerase iota activity | Q9UNA4 | Pol iota fluorescent replication assay, 10 min | 390,000 compounds, 1% hits | Potency, µM (doses to about 115 µM), without a hit: top-dose activity, negative = inhibition, usual class: inhibitors; further: potency means the concentration at half of the fitted maximal effect
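Pol iota at 10 nM preincubated 15 min with compounds at room temperature; reaction started with fluorescent substrate, 50 nM final. Fluorescence read kinetically at 0 and 10 min; buffer-only wells as negative control.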
BLM inh: blocks DNA unwinding by human BLM helicase. 350,000 compounds, 0.2% hits. P54132. AID 2528. recombinant BLM DNA unwinding, fluorescence dequenching. Potency, µM (doses to about 56.1 µM), for the others: top-dose activity change, negative = inhibition, hits mostly inhibitors;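 further: potency means the concentration at half of the fitted maximal effect; plate controls were vehicle for no effect and no enzyme for full effect; nearly all actives have a fitted effect of over 35% in size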
Pol kappa inh: DNA polymerase kappa (human) inhibition | Potency, µM (highest dose often 107 µM), without a hit: at the highest dose activity, negative = inhibition, most hits filed as inhibitors | 400,000 compounds, 0.53% hits | purified Pol kappa, fluorescent DNA synthesis assay, 10 min | Q9UBT6; further: potency means the concentration at half of the fitted maximal effect; on the % scale 0 is the no-effect control and ±100 the full control effect
Target sequence (Q9UBT6 whole entry, looked up): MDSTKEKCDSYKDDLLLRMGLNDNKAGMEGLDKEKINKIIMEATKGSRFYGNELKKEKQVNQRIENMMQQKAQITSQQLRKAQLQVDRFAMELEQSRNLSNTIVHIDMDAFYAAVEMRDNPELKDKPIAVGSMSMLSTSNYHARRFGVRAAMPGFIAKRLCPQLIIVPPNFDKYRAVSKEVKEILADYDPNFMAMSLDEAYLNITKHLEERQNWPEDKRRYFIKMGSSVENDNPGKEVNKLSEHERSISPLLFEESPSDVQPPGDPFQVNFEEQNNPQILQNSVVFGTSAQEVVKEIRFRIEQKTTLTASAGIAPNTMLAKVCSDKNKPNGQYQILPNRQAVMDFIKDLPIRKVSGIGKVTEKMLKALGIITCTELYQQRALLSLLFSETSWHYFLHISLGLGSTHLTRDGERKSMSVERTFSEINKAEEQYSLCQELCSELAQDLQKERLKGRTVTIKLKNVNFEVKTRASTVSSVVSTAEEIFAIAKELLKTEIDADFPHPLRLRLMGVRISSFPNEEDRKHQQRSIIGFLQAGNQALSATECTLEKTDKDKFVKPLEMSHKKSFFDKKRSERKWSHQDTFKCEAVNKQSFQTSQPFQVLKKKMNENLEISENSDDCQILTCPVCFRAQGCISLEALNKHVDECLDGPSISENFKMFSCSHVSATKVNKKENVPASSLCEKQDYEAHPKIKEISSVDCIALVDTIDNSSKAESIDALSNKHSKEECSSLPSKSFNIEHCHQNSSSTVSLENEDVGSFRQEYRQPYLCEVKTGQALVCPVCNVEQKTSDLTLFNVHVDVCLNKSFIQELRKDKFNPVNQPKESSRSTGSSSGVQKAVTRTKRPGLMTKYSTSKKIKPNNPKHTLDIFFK
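Kinetic fluorescence screen: compound preincubated 15 min RT with 10 nM enzyme; 50 nM substrate (final) initiates; reads at 0/10 min.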
APEX1 inh: blocks human APE1 abasic DNA cleavage; P27695; recombinant APE1, TAMRA/BHQ-2 abasic DNA cleavage fluorescence; Potency, µM (doses to about 65.8 µM), for inactives: at the top dose activity change, negative = inhibition, usual class: inhibitors; 350,000 compounds, 0.35% hits; AID 2517;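 further: potency means the concentration at half of the fitted maximal effect; plate controls were vehicle for no effect and reference inhibitor for full effect; nearly all actives have a fitted effect of over 55% in size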
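Enzyme (0.75 nM final) and test compound are incubated 15 min at room temperature before adding 50 nM quenched THF abasic-site duplex. Cleavage dequenches TAMRA, followed at 525/598 nm over three reads one minute apart.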
Pol beta inh: inhibitors of human DNA polymerase beta; Potency, µM (highest dose often 114 µM), for inactives: at the top dose activity change, negative = inhibition, hits mostly inhibitors; Pol beta primer extension/strand displacement, fluorescence kinetic; 340,000 compounds, 1.3% hits; further: potency means the concentration at half of the fitted maximal effect; on the % scale 0 is the no-effect control and ±100 the full control effect
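Values derive from four-parameter Hill fits of normalized kinetic data: reads at 0 and 10 min following addition of 50 nM substrate to 10 nM Pol beta preincubated 15 min with compound.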
Apoferritin bind: candidate novel general anesthetic via apoferritin binding; P02791; apoferritin/1-aminoanthracene competitive binding, fluorescence; Potency, µM (highest dose often 77.5 µM), inactives show at the highest dose activity change, negative = displacement, usual class: inhibitors; 350,000 compounds, 0.074% hits; AID 485281; further: potency means the concentration at half of the fitted maximal effect; on the % scale 0 is the no-effect control and ±100 the full control effect; nearly all actives have a fitted effect of over 20% in size
Target sequence (P02791 2-175 limits assumed): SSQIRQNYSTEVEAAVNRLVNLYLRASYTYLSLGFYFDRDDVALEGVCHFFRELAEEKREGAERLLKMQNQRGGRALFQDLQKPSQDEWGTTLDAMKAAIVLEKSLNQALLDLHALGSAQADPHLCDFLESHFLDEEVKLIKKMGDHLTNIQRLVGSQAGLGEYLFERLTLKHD
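Probe: 1-aminoanthracene (50% saturated, PBS). Protein: horse-spleen apoferritin, 10 uM. Incubation: 10 min, room temperature. Detection: 380 nm excitation, 535 nm emission. Analysis: normalized response, four-parameter Hill.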
TRHR agonist: agonists of human TRH receptor | activation, % at 2 µM | 360,000 compounds, 0.18% hits | TRHR cells, calcium flux fluo-8, FDSS agonist mode; in the data active means activation above about 30%; further: 0% is about no effect
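Steps: seed TRHR cells overnight; add fluo-8 no-wash Ca dye, RT 30 min–1.5 h; record 10 s baseline; pin-transfer compounds; monitor fluorescence 1 cycle/s for the agonist window. Calcium increases flag candidate agonists.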
ERG-DNA inh: ERG Ets/DNA interaction inhibition; 370,000 compounds, 0.028% hits; fluorescence polarization, His-ERG Ets domain / labelled DNA; Potency, µM (titrated, usually from 76.9 µM), without a hit: at the highest dose FP activity, negative = inhibition, hits mostly inhibitors; P11308; active means well fitted inhibition curve with a large enough effect in the polarisation, with a control signal flat; inconclusive means small, poorly fitted or top-dose-only effect, or effect the other way, or a change in a side signal; inactive means no such curve, though single readings can be large or run the other way; the % refers to the polarisation;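 further: polarization taken with two DNA probes labelled with fluorescein and Texas red; potency means the concentration at half of the fitted maximal effect; % of control where 0% means no effect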
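His-tagged ERG Ets domain (1 uM in the protein solution; 300mM KCl, 50mM Tris-HCl, 1mM EDTA, 1mM DTT, pH 7.5) received compound, then a probe mix of 5 nM fluorescein-DNA and 100nM Texas-615-DNA. Fluorescence polarization was read for both dyes.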
* marks the source's active call; other numbers are inactive results; i = inactive; ? = inconclusive; / = not tested or not shown; & = joins results of further samples; [ ] = another dose, or the depositor's remark. Unless noted, the call rests on the fitted dose curve; in most records, active means well fitted curve in the direction sought with a large enough effect; inconclusive means small, poorly fitted or top-dose-only effect, or another doubt; inactive means no such curve, though single readings can be large; an effect the other way counts as inactive or inconclusive. An excerpt (hit frequency here may not be typical).

SMILES | ALOX12 inh | Pol iota inh | BLM inh | Pol kappa inh | APEX1 inh | Pol beta inh | Apoferritin bind | TRHR agonist | ERG-DNA inh
Cc1nn(-c2ccccc2)c(N2CCCC2)c1/C=N/Nc1ccc(S(=O)(=O)Nc2ccccc2)cc1[N+](=O)[O-] | -19% | 20% | 1% | 7% | 6% | 10% | -7% | -0.4 | -19%
COc1ccc(CCNC(=O)c2cnc3sc(N4CCOCC4)nn3c2=O)cc1OC | -9% | 6% | -1% | 2% | / | 35% | 5% | 0.3 | 5%
COc1cc(/C=N\Nc2ccc([N+](=O)[O-])cn2)ccc1OCC(=O)O | / | / | -1% | / | 1% | 15% | -23% | 0.1 | /
C/C(=N\NC(=O)C1CC1)c1ccccc1Br | 0% | 16% | -3% | 5% | 63%[activator] | -14% | ? | -0.6 | -1%
Cc1ccc(CN2C(=O)CSC2c2ccc(F)cc2)cc1 (stereo not drawn) | 0% | -6% | -5% | 3% | 27% | 10% | -9% | -1.5 | -1%
CCOCC(=O)Nc1nc(-c2ccccc2)c(CC)s1 | -7% | 15% | -2% | -3% | 0% | 30% | -18% | -0.8 | 2%
Cc1ccc(O)c([C@H](CCN(C(C)C)C(C)C)c2ccccc2)c1 | -10%&-16% | -3%&-18% | -2%&1% | 12% | 36%&-1% | 8% | -5%&-4% | 0.0 | 4%&3%
COC(=O)COc1cccc(NC(=O)c2cccc(C)c2)c1 | 1% | 27% | 0% | -7% | 21% | 28% | -7% | 0.9 | 0%
COc1ccc(N(CC(=O)NCc2ccco2)S(=O)(=O)c2c(C)nn(C)c2C)cc1 | 1%[57.4 µM] | 4% | 1% | -4% | 16% | 0% | -6% | -0.1 | 3%
NS(=O)(=O)c1ccc(CCNC(=O)C(=O)NCC2OCCN2S(=O)(=O)c2cc(F)ccc2F)cc1 (stereo not drawn) | -2%[57.4 µM] | -3% | -3% | 0% | 24% | 22% | -10% | -0.1 | -14%
CCOc1cccc(CN2CCC(Oc3ccc(C(=O)NCc4ccccn4)cc3)CC2)c1 | -20% | 21% | 0% | -3% | -1% | 0% | -4% | 0.7 | -7%
CN(C)CCCN1C(=O)c2oc3ccccc3c(=O)c2C1c1cccs1 (stereo not drawn) | ? | 41%[activator] | -6% | -8% | -5% | 3% | 4% | 3.6 | 8%
NS(=O)(=O)c1ccc(CCNC(=O)CN2C(=O)NC(c3ccccc3)(c3ccccc3)C2=O)cc1 | -1% | 86%[activator] | / | -5% | 18% | / | / | / | 60%[activator]
COCC(=O)Nc1nnc(Cc2ccc(OC)cc2)s1 | -10% | 10% | 6% | -18% | 0% | 33% | -1% | 0.2 | 4%
c1cncc(CNc2ncnc3sc4c(c23)CCCC4)c1 | 2% | 179%[activator] | 0% | 2% | 1% | 0% | -9% | -0.3 | -5%
COc1ccc(C2C(C(=O)Nc3ccccc3OC)=C(C)Nc3c(C(=O)Nc4ccccc4)cnn32)c(OC)c1 (stereo not drawn) | -11% | -3% | -1% | 0% | / | 1% | -6% | -1.8 | 7%
COC(=O)c1ccccc1NC(=O)C1=C(C)C(=O)OC12CCCCCC2 | -11% | -6% | -7% | 0% | / | -23% | ? | -1.1 | -25%
COc1ccc(COc2ccsc2C(=O)Nc2ccc(Cl)c(Cl)c2)cc1 | -12% | 45%[activator] | -10% | -1% | -2% | 35µM* | -20% | 0.3 | -9%
COc1cc(SC)ccc1C(=O)NCCCn1ccnc1 | 0% | 176%[activator] | -2% | -6% | 24% | 31% | 0% | -0.5 | -9%
CC(C)=CC1C(C(=O)Nc2ccc(S(=O)(=O)N3CCOCC3)cc2)C1(C)C (stereo not drawn) | -25% | 7% | / | -7% | -28% | / | / | -0.5 | -1%

Sorted by value in ALOX12 inh (ascending): four of the compounds above.
| SMILES | ALOX12 inh | Pol iota inh | BLM inh | Pol kappa inh | APEX1 inh | ERG-DNA inh |
| --- | --- | --- | --- | --- | --- | --- |
| CCOc1cccc(CN2CCC(Oc3ccc(C(=O)NCc4ccccn4)cc3)CC2)c1 | -20% | 21% | 0% | -3% | -1% | -7% |
| COc1ccc(CCNC(=O)c2cnc3sc(N4CCOCC4)nn3c2=O)cc1OC | -9% | 6% | -1% | 2% | / | 5% |
| Cc1ccc(CN2C(=O)CSC2c2ccc(F)cc2)cc1 (stereo not drawn) | 0% | -6% | -5% | 3% | 27% | -1% |
| COC(=O)COc1cccc(NC(=O)c2cccc(C)c2)c1 | 1% | 27% | 0% | -7% | 21% | 0% |

Additional structures follow.
SMILES | ALOX12 inh | Pol iota inh | BLM inh | Pol kappa inh | APEX1 inh | Pol beta inh | Apoferritin bind | TRHR agonist | ERG-DNA inh
O=C(O)[C@H]1C[C@@H](CP(=O)(O)O)CCN1 | / | -33% | 7%&5% | -2% | ? | / | -3% | / | /
CCCCc1ccc(C(=O)c2c(N)c(C(=O)Nc3cccc(OC)c3)c3ccccn23)cc1 | -23% | 13% | -2% | 1% | / | 30% | -7% | 0.6 | 4%
COc1cccc(C(=O)Cn2c(NCCO)nc3ccccc32)c1 | 7% | 1% | -11% | 3% | 1% | 1% | -1% | -0.1 | 2%
COc1ccc(-c2onc3ccc(C(=O)/C=C/N(C)C)cc23)cc1 | 35µM* | ? | -6% | ? | 6% | ? | 8% | 2.7 | 8%
CCN(CC)C(=O)c1cn(CCC#N)nc1-c1ccc2c(c1)OCCO2 | -19% | 52%[activator] | -8% | -12% | 1% | 16% | -6% | -0.5 | -5%
O=C(CN1C(=O)c2cccc3cccc1c23)N1CCN(c2ccc(F)cc2)CC1 | -21% | -5% | -3% | 0% | 16% | 19% | -3% | -1.3 | 7%
COc1ccc(Cc2nc(-c3ccc(-n4cccc4)cc3)no2)cc1OC | i | 12% | -8% | 0% | -3% | -1% | 37%[activator] | -0.2 | -10%
CN(CC(=O)Nc1ccccc1Cl)C(=O)c1ccc(N2C(=O)CCC2=O)cc1 | ? | 36%[activator] | / | -19% | 10% | / | / | 0.8 | 3%
Cc1cccc(OCC(=O)Nc2ccc3nc(C)sc3c2)c1 | -12% | ? | -5% | -10% | -4% | 7% | -15% | -0.4 | 3%
Cc1ccc2c(cnn2C(=O)CCCC(=O)NCc2ccc(F)cc2)c1 | -19% | -8% | -4% | -6% | -1% | 15% | -19% | -0.7 | 15%
COc1ccc(C)cc1NC(=O)CCc1c(C)nn(-c2ccc(N3CCOCC3)nn2)c1C | -7% | 2% | -2% | 0% | / | 1% | -9% | -0.1 | -2%
CCOC(=O)c1c(C)[nH]c(C(=O)C(C)Sc2ccc(Cl)cc2)c1C (stereo not drawn) | 12% | 2% | -16% | -26% | -8% | 1% | ? | -0.8 | 1%
COc1ccc(-c2ccccc2C2C3C=CCCC3(C)C(=O)N2Cc2ccccc2)cc1 (stereo not drawn) | / | -4% | -10% | -1% | -6% | / | 4% | / | /
CC(C)C(=O)Nc1nnc(SCC(=O)NC2CCCC2)s1 | 3% | 31%[activator] | -3% | -2% | -1% | 47% | -12% | -0.9 | 4%
COc1cccc2cc(-c3nnc(-c4ccc(Cl)cc4)o3)c(=O)oc12 | -10% | -12% | -1% | 5% | / | 5% | -15% | 0.4 | 1%
CN(CCCNC(=O)C1CCN(S(=O)(=O)N2CCC3(CC2)OCCO3)CC1)Cc1ccccc1 | 21% | 29% | 1% | -3% | 6% | 13% | 0% | 0.5 | /
Cc1cnc(=O)[nH]c1SCc1ccccc1F | 10% | -12% | 2% | -20% | -14% | 2% | -14% | -0.5 | 9%
C=C(C)C1CCC(C)=C1CC(C)(C)/C=N\n1cnnc1 (stereo not drawn) | 7% | 12% | -2% | -2% | 0% | 0% | 1% | -0.2 | /
O=C(CN1CCOCCOCCOCCOCC1)Nc1ccccc1 | 5% | -20% | 5% | 12% | 6% | 24% | 4% | 0.3 | 16%
CCC(C(=O)Nc1cccc(-c2nc3cccnc3s2)c1C)c1ccccc1 (stereo not drawn) | -18% | 29% | -3% | 12% | / | 1% | 23% | -0.5 | -1%
Cc1ccc(C)c(OCC(=O)Nc2ccc(S(=O)(=O)Nc3onc(C)c3C)cc2)c1 | 5% | -5% | 1% | -9% | 10%[12.4 µM] | -2% | -6% | -0.8 | 10%
Cc1ccc2nc(C)c(C(=O)N/N=C/c3cccc([N+](=O)[O-])c3)cc2c1 | -9% | 3% | -8% | -8% | -5% | -15% | -16% | 0.7 | 0%
COC(=O)c1cc2oc(C)cc2n1CC(=O)Nc1cc(C)cc(C)c1 | 23% | -16% | -3% | -7% | 11% | -10% | -6% | 0.3 | /
CCc1ccc[n+](-c2nc3ccccc3nc2C(=C=[N-])C#N)c1 | -7% | -17% | -4% | -6% | 5% | -2% | -1% | 3.1 | 50%[activator]
O=C(c1c[nH]c2ccccc12)N1CCOCC1 | -1% | 8% | -1% | -9% | -2% | -16% | 3% | -0.3 | -1%
COC(CNC(=O)C(=O)NCC1OCCN1C(=O)c1ccc(Cl)cc1)OC (stereo not drawn) | 11% | 29% | -2% | -10% | 4% | 1% | 2% | -0.2 | 15%
CCOC(=O)CC(=O)CSc1nc(-c2ccc3c(c2)OCO3)cc(C(F)(F)F)c1C#N | -17% | 7% | -5% | -16% | 2% | 3% | -10% | 4.3 | 1%
CCOC(=O)c1nn(-c2ccc(C)cc2)c(C)c1C(C)=O | 0% | 9% | 0% | 3% | 15% | 77% | -10% | -0.5 | 4%
Cc1ccc(-c2nnn(CC(=O)N(Cc3ccco3)C(C(=O)NC(C)(C)C)c3ccc(C)o3)n2)o1 (stereo not drawn) | -7% | 17% | -6% | -3% | 5% | -1% | -21% | 0.3 | 3%
O=C(COCc1cc(-c2ccc3c(c2)OCO3)on1)N1CCCCC1 | -9% | ? | -10% | -8% | -11% | ? | -9% | -3.1 | 0%
CCn1c(O)c2ccc(C(=O)N=NC(=O)c3cccnc3)cc2c1O | 1% | 21% | 1% | -14% | -1% | 17% | -13% | 0.2 | -4%

Screening results from PubChem.
